Screening data (PubChem BioAssay)
DT40 TDP1 CPT = DT40-hTDP1 cell growth loss with CPT | chicken DT40 Tdp1-/-;hTDP1 cells + 20 nM CPT, ATP luminescence, 48 h | Potency, µM (series often up to 46.2 µM), without a hit: at the top dose activity change, negative = growth inhibition, actives largely listed as inhibitors | 420,000 tested, 12% active; note: nearly all actives have a fitted effect of over 55% in size
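Chicken DT40 Tdp1-/- cells stably complemented with human TDP1 were seeded at 400 cells/well in medium containing 20 nM camptothecin, exposed to pin-transferred compounds, and grown at 37 °C for at least 48 hr. Viability was read as ATP luminescence.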
KAT2A inh = blocks human GCN5L2 histone acetyltransferase; Q92830; GCN5L2 HAT assay, ThioGlo1 CoA-SH fluorescence; Potency, µM (top dose mostly 58.9 µM), without a hit: top-dose activity change, negative = inhibition, most hits filed as inhibitors; 390,000 tested, 0.21% active; AID 504327
Target sequence (Q92830 whole entry, looked up): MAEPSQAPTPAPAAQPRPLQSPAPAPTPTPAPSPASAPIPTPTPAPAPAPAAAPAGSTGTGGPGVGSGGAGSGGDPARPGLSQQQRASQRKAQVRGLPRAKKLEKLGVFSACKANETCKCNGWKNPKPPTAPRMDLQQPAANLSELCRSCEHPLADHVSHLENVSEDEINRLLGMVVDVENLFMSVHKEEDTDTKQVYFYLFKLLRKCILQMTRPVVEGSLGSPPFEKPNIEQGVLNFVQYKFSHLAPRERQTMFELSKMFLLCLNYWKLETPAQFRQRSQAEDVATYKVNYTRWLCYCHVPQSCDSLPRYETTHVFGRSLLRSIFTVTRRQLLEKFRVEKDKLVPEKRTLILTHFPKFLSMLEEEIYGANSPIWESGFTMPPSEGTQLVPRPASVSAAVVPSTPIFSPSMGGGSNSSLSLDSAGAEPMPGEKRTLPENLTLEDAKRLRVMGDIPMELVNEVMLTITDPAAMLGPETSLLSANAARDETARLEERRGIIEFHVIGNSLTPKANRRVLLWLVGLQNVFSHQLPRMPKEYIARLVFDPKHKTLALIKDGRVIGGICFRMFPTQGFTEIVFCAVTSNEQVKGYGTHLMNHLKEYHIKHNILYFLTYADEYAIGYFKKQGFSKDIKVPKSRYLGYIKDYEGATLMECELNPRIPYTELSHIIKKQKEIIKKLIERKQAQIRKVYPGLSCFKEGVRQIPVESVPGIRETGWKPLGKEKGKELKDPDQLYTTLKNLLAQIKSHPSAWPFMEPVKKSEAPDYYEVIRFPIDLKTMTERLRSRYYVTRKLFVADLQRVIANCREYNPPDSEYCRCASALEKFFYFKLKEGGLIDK
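Compounds, pin-transferred from DMSO stocks, meet 20nM GCN5L2 for 15 min before the reaction begins with H3(1-25) peptide (75uM) and acetyl-CoA (70uM). Thiol-reactive ThioGlo1 reports CoA release over 20 min at room temperature.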
TDP1 cell noCPT = qHTS for Inhibitors of human tyrosyl-DNA phosphodiesterase 1 (TDP1): qHTS in cells in absence of CPT; Potency, µM (highest dose often 46.2 µM), for inactives: at the top dose activity change, negative = growth inhibition, usual class: inhibitors; DT40 Tdp1-/- hTDP1 cells, no CPT, ATP luminescence, 48 h; 420,000 tested, 15% active; note: nearly all actives have a fitted effect of over 55% in size
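Luminescent ATP content (CellTiter-Glo) served as the growth readout. Knockout chicken DT40 cells expressing human TDP1 were exposed to compounds without camptothecin for a minimum 48 hr at 37 °C.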
* marks the source's active call; other numbers are inactive results; ? = inconclusive; . = no result given; [ ] = remark or other dose. Calls come from the whole dose curve; as a rule, active = well fitted curve in the direction sought with a large enough effect; inconclusive = small, poorly fitted or top-dose-only effect, or another doubt; inactive = no such curve, though single readings can be large; an effect the other way counts as inactive or inconclusive. % is set by controls: 0 for no effect and ±100 for the full control effect; potency is the fitted concentration of half-maximal effect.

SMILES	DT40 TDP1 CPT	KAT2A inh	TDP1 cell noCPT
Oc1ccc(C2C(c3ccccc3)=NN=C(c3ccccc3F)N2O)c(O)c1 (centres undefined)	5%	-2%	-10%
Cc1n[nH]c(C)c1CCC(=O)N/N=C/c1cccc([N+](=O)[O-])c1	-8%	2%	-23%
OC(COc1cccc2ccccc12)CN1CCCC1 (centres undefined)	2%	0%	-5%
COc1ccc(CCN2CCC(CNC(=O)c3cnn(-c4ccccc4)c3C3CCN(C(=O)OC(C)(C)C)CC3)CC2)cc1	12µM*	45%[activator]	8.2µM*
COc1ccc(C(=O)NCC(=O)OCC(=O)NCc2ccco2)cc1	-5%	0%	-1%
O=[N+]([O-])c1ccc(S(=O)(=O)NCCc2cn3ccccc3n2)cc1	-3%	0%	-4%
O=C(COC(=O)c1n[nH]c2ccccc12)Nc1ccc([N+](=O)[O-])cc1	-20%	-4%	?
CC(=O)Nc1ccc(C(=O)NNC(=O)c2ccc(Cl)cc2Cl)cc1	13%	-3%	9%
Cc1cc(N(C)C)cc(C)c1/C=C/c1cc[n+](C)c2ccccc12	0.56µM*	.	0.56µM*
Cc1cc(S(=O)(=O)Nc2ccc3oc4c(c3c2)CCCC4)ccc1Cl	21µM*	-10%	23µM*
O=C([C@@H]1CCCN1C1=NS(=O)(=O)c2ccccc21)N1CCN(c2ccccc2)CC1	-21%	.	-26%
COc1ccc(Cn2c(=O)n(-c3ccc(F)c(Cl)c3)c(=O)c3c2c2cc(OC)ccc2n3C)cc1	-7%	-6%	?
O=C(O)/C=C/c1ccc2ccccc2c1	2%	.	-2%
Cc1ccc(S(=O)(=O)N2CCOCC2)cc1NC(=O)CSc1nnnn1C1CCCC1	-15%	-9%	-28%
Cc1nc2ccccc2n1Cc1ccc(Br)cc1	5.8µM*	.	6.5µM*
CC1C(c2ccccc2)OCCN1C=NC#N (centres undefined)	6%	.	-2%
COc1ccc2[nH]c(=O)c(CN(C(C)=O)c3cc(C)ccc3C)cc2c1	-7%	.	-22%
CCN(C(=O)c1ccc2c(c1)N(Cc1cccc(Cl)c1)C(=O)c1ccccc1S2=O)c1ccccc1 (centres undefined)	?	-5%	16µM*
COCCCn1c(=N)c(C(=O)NCC2CCCO2)cc2c(=O)n3ccccc3nc21 (centres undefined)	0%	-21%	-11%
Cc1noc(C)c1-c1ccc(C(=O)NCCc2ccccc2)c2occc12	?	.	?

Reformatted with bars between the fields: entries from further up
Compound | DT40 TDP1 CPT | KAT2A inh | TDP1 cell noCPT
COc1ccc(C(=O)NCC(=O)OCC(=O)NCc2ccco2)cc1 | -5% | 0% | -1%
O=[N+]([O-])c1ccc(S(=O)(=O)NCCc2cn3ccccc3n2)cc1 | -3% | 0% | -4%

Next section.
SMILES	DT40 TDP1 CPT	KAT2A inh	TDP1 cell noCPT
CCOc1ccccc1NC(=O)CN1C(=O)C(C)SC(C)C1=O (centres undefined)	0%	0%	-2%
CC(=NCCCn1ccnc1)c1c(O)n(Cc2ccccc2)c(=O)[nH]c1=O	-9%	-2%	-20%
CCCCOc1nc2ccccc2nc1C(C#N)C(=O)NC1CCCCC1 (centres undefined)	?	-4%	?
CS(=O)(=O)c1[nH]nc(-c2ccccc2Cl)c1C#N	-13%	-3%	-19%
CCOC(=O)c1c(NC(C)=O)sc2c1C1CCN2CC1	?	.	?
COc1ccccc1CNC(=O)c1ccc(-c2nc(CS(=O)(=O)c3ccc(C)cc3)c(C)o2)cc1	?	4%	23µM*
Cc1ccc(CNC(=O)CCSCc2ccccc2C)cc1	-12%	-4%	17%
Cc1noc(C)c1C(=O)OCC(=O)Nc1ccc(C(N)=O)cc1	0%	-10%	-1%
Cc1ccc(S(=O)(=O)NCC(=O)N(CC(=O)NCC2CCCO2)Cc2ccc(Cl)cc2)cc1 (centres undefined)	5%	-12%	-24%
Cc1ccc(S(=O)(=O)NCCC(=O)Nc2ccc3c(c2)OCO3)cc1	-9%	1%	-10%
Cc1noc(NS(=O)(=O)c2ccc(NC(=O)CC34CC5CC(CC(Br)(C5)C3)C4)cc2)c1C	3%	-11%	1%
COc1cccc(NC(=O)CN2C(=O)C3(SCC(=O)N3c3cc(C)cc(C)c3)c3ccccc32)c1 (centres undefined)	18µM*	-9%	?
Cc1cc(=O)[nH]c2c1c(=O)[nH]n2C1CC(C)N(C)CC1C (centres undefined)	0%	-1%	-12%
CCCCCNc1nc(N2CCCC2)c2c(c1C#N)CCN(C)C2	23µM*	-2%	23µM*
Oc1c(C(c2ccccc2)N2CCN(Cc3ccccc3)CC2)sc2nc(-c3ccco3)nn12 (centres undefined)	?	1%	?
COc1cc2c(c(OC)c1OC)CC(=O)N(C)CC2	-4%	4%	0%
O=C(CSCSCC(=O)Nc1ccc2c(c1)OCO2)Nc1ccc2c(c1)OCO2	15µM*	-1%	?
CC(=O)Nc1cccc(NC(=O)c2cc(C)on2)c1	-14%	0%	-10%
CN1CCN(c2ncnc3c2ncn3[C@H]2CN(C)C[C@@H](CO)O2)CC1	-19%	.	-26%
CCOc1ccc(S(=O)(=O)N2CCNC(=O)C2)cc1	-8%	-2%	9%
NC(=O)c1cccc(-c2coc3c(C(=O)NCCc4ccccc4)cccc23)c1	?	.	?
O=C(Nc1ccccc1C(F)(F)F)Nc1cccc2ccccc12	-4%	3%	-15%
Cc1nc(-c2coc3c(O)c(O)ccc3c2=O)cs1	-18%[9.04 µM]	.	4%[9.04 µM]
COc1ccccc1/C=C/C(=O)Nc1ccc(S(=O)(=O)Nc2cc(C)on2)cc1	0%	-24%	-3%
Cc1ccc(S(=O)(=O)N2CCN(C(=O)COC(=O)C3CC3C)CC2)c(C)c1 (centres undefined)	-4%	4%	0%
COC(=O)C1C/C(=N\NS(=O)(=O)c2ccc(C)cc2)c2sccc2C1 (centres undefined)	-4%	-3%	-14%
COc1cc(C#Cc2c(-c3ccccc3)n(C)c3ccccc23)cc(OC)c1	?	2%	?
O=C1c2ccccc2C(=O)N1CCc1c[nH]c2ccccc12	?	-1%	?
O=C(CSc1nc2c(sc3ccccc32)c(=O)n1CCCN1CCOCC1)NC1CCCC1	-20%	1%	-22%
COCC(=O)N1C[C@H]2CON(C)[C@H]2C[C@H]1c1cccc(-c2ccccc2)c1	-15%	.	-22%
NC(=O)c1nsc(C(=O)N(Cc2ccccc2Cl)C(C(=O)NCC2CCCO2)c2ccc(O)cc2)c1N (centres undefined)	8%	-10%	-12%
O=C(NCCCn1ccnc1)c1cccc(S(=O)(=O)Nc2ccc(Br)cc2)c1	-6%	-8%	-10%
CC(C)NC(=O)CSc1nnc(-c2ccncc2)n1-c1ccccc1	-12%	0%	?
Cc1ccc(C(=O)OCC(=O)c2c[nH]c3ccccc23)cc1S(=O)(=O)N1CCCCC1	23µM*	0%	18µM*
COc1cccc(CNC(=O)C2CCN(c3cnccn3)CC2)c1	-27%	-2%	-17%
COc1ccc(OC)c(/C=C2\Cc3ccccc3C2=O)c1	?	.	?
CN1CCN(S(=O)(=O)c2ccc(N3CCN(c4ccccc4Cl)CC3)nc2)CC1	21µM*	1%	15µM*
O=C(O)c1ccccc1N=Cc1c(O)n(-c2nccs2)c(=O)c2ccccc12	?	-11%	-29%
CCOCCCN(C(=O)CCC(=O)Nc1cc(C)on1)C(C(=O)NC(C)(C)CC)c1cccc(OC)c1OC (centres undefined)	-15%	-4%	-25%
CC(C)C[C@H]1CN=C(Nc2ccccc2)N1CCc1cccc(F)c1	10µM*	2%	?
COC(=O)C[C@@H]1C=C[C@@H](NS(=O)(=O)c2cccc(OC)c2)[C@@H](CO)O1	3%	.	-3%
COc1ccc(-c2noc(CCC(=O)N3CCN(c4cccc(C(F)(F)F)c4)CC3)n2)cc1	?	-1%	23µM*
CSCCC(NC(=O)c1ccccc1Cl)C(=O)NCCOc1ccc(C)cc1 (centres undefined)	-4%	.	-3%
O=C(Nc1cccc(-c2cccc(Cl)c2)c1)C1CCN(C2CCC2)CC1	?	-20%	23µM*
COc1ccc(C(=O)O)cc1S(=O)(=O)NC(C)C	8%	2%	-2%
C=CCNC(=S)NNC(=O)C(CCCC)CC(C)(C)O (centres undefined)	8.2µM*	-2%	7.3µM*
CCN(CC)S(=O)(=O)c1cccc2cc(C(=O)O)c(O)cc12	-12%	?	-12%
CC1Cc2cc(/C(O)=C3/C(=O)C(=O)N(CCCn4ccnc4)C3c3ccco3)ccc2O1 (centres undefined)	-2%	-4%	2%
CCCCCCCCN1[C@@H](CC(=O)O)c2cc(C(F)(F)F)ccc2S1(=O)=O	?	.	?
O=c1oc(-c2ccccc2)nc2sc3c(c12)CCCC3	-11%	-4%	-27%
COc1ccc(C=CC(=O)c2cc(O)ccc2O)cc1	?	.	?
CC1(C(=O)NCc2ccc(C(F)(F)F)cc2)CCN1Cc1c(F)cccc1F (centres undefined)	16µM*	.	?
O=C(Nc1ccccn1)Nc1cccs1	-31%	-12%[0.501 µM]	-19%
Cc1ccc2cc3cc(C(=O)N(C)c4ccccc4C)oc3nc2c1	?	-7%	?
O=C(c1c[nH]c2ccccc12)N1CCN(c2ccccc2)CC1	?	-7%	-22%
COc1cc(CNCc2ccc3c(c2)OCO3)c([N+](=O)[O-])cc1OC	-5%	-6%	-21%
C/C(=N/NC(=O)c1cccnc1)C1=C(O)CC(C)(C)CC1=O	2%	-4%	-4%
Cc1cc(C)c(S(=O)(=O)N2CCC(C(=O)NCc3ccc(Cl)cc3Cl)CC2)c(C)c1	?	-5%[0.501 µM]	?
Nc1ccn(CC(=O)NCCNc2ccc([N+](=O)[O-])cn2)c(=O)n1	?	-4%	-8%
OCCC1CN(Cc2c(F)cccc2Cl)CCN1C1CCCC1 (centres undefined)	8%	-4%	-1%

Molecules from the list above that contain fluorine (8):
SMILES	DT40 TDP1 CPT	KAT2A inh	TDP1 cell noCPT
Oc1ccc(C2C(c3ccccc3)=NN=C(c3ccccc3F)N2O)c(O)c1 (centres undefined)	5%	-2%	-10%
COc1ccc(Cn2c(=O)n(-c3ccc(F)c(Cl)c3)c(=O)c3c2c2cc(OC)ccc2n3C)cc1	-7%	-6%	?
O=C(Nc1ccccc1C(F)(F)F)Nc1cccc2ccccc12	-4%	3%	-15%
CC(C)C[C@H]1CN=C(Nc2ccccc2)N1CCc1cccc(F)c1	10µM*	2%	?
COc1ccc(-c2noc(CCC(=O)N3CCN(c4cccc(C(F)(F)F)c4)CC3)n2)cc1	?	-1%	23µM*
CCCCCCCCN1[C@@H](CC(=O)O)c2cc(C(F)(F)F)ccc2S1(=O)=O	?	.	?
CC1(C(=O)NCc2ccc(C(F)(F)F)cc2)CCN1Cc1c(F)cccc1F (centres undefined)	16µM*	.	?
OCCC1CN(Cc2c(F)cccc2Cl)CCN1C1CCCC1 (centres undefined)	8%	-4%	-1%

Continuation.
SMILES	DT40 TDP1 CPT	KAT2A inh	TDP1 cell noCPT
COCCCNC(=O)CCn1c(=O)c2ccccc2n(CC(=O)Nc2c(C)cc(C)cc2C)c1=O	-9%	-1%	-11%
N=C1CCCN1CC(=O)c1ccc(Br)cc1	0%	-11%	8%
Cc1ccc(-c2csnn2)cc1	13%	-3%	2%
CCOC(=O)c1[nH]c(C)c(C(=O)OCC)c1C	1%	-4%	0%
O=C(COc1ccccc1)NC(=S)Nc1ccc2c3c(cccc13)CC2	-24%	0%	?
COC(=O)c1ccc(C(=O)OC)c(NC(=S)N2CCCCC2C)c1 (centres undefined)	-29%	-15%	?
Cc1cccc(-n2nnc(-c3nc(-c4cccs4)no3)c2N)c1	-16%	1%	-22%
CCOC(=O)c1cnc2c(F)ccc(F)c2c1Sc1ccccc1	-49%	-5%	?
CC(=O)Nc1ccc(NC2=C/C(=N/S(=O)(=O)c3cccs3)c3ccccc3C2=O)cc1	13µM*	-4%	10µM*
COc1ccccc1-n1c(-c2ccccc2)c[nH]c1=S	18µM*	-7%	16µM*
Cc1ccc2cc3cc(C(=O)NCCCN4CCCC4=O)oc3nc2c1	-22%	-17%	-15%
COc1ccc(-n2c(CSc3nc(C)cc(C)n3)nnc2SCC(=O)Nc2nccs2)cc1	-30%	-1%	-27%
CN(c1ccccc1C(=O)Nc1cccc([N+](=O)[O-])c1)S(=O)(=O)c1ccccc1	?	-2%	-23%
O=C(COC(=O)c1cncc(Br)c1)Nc1ccc(S(=O)(=O)N2CCOCC2)cc1	-19%	.	-13%
CCc1cccc(-n2c(=O)c3cccnc3n2CC(=O)Nc2ccc(OC)c(Cl)c2)c1	21µM*	17%	26µM*
COc1ccc(-n2nc3c(c2NC(=O)c2ccccc2)CS(=O)(=O)C3)cc1	-8%	.	-24%
Cc1cc(C)c(C(=O)/C=C/c2cccc3ccccc23)c(=O)[nH]1	16µM*	-4%	9.2µM*
COCCNC(=S)N1CCc2cc(OC)c(OC)cc2C1COc1cc(C)cc(C)c1 (centres undefined)	26µM*	-14%	?

The list is partial; count on the stated rates, not on these rows.
